NALP3 yeast inh – NALP3 inhibition in yeast. inhibition, % at 10 µM. Yeast reconstituted NLRP3/ASC/caspase-1, beta-gal luminescence, 24 h. 330,000 compounds, 0.39% hits. AID 2825;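 active = inhibition of 50% or more; inactive = inhibition below 50%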;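 also: plate controls were induced DMSO wells for no effect and uninduced yeast grown without galactose for full effect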
hIAP activ – increases human intestinal alkaline phosphatase activity; P09923; purified human IAP, CDP-Star luminescence, 30 min; hits give high values; 1 = vehicle-only enzyme, 0 = enzyme-free background; activation factor at 10 µM; 330,000 compounds, 0.16% hits;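 active = activation factor of the enzyme at least 2-fold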; also: the source names both 10 and 20 µM as test concentration; values of inactives mirror those of a sister screen read the other way
mIAP activ – increases mouse intestinal alkaline phosphatase activity; muIAP, CDP-Star luminescence, 30 min; hits give high values; 1 = vehicle-only enzyme signal, 0 = enzyme-free wells; activation factor at 10 µM; AID 2805; 330,000 compounds, 0.24% hits;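 active = activation factor of at least 2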; also: the source names both 10 and 20 µM as test concentration; values of inactives mirror those of a sister screen read the other way
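also added = chemiluminescent substrate CDP-Star | test system = mouse IAP enzyme | signal = chemiluminescence readout | compound = DMSO-dissolved test compounds | incubation = 30 min at room temperature | benchmarks = DMSO wells, no-enzyme wells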
tim10-1 inh – inhibits growth of tim10-1 mutant yeast; S. cerevisiae tim10-1 ts strain growth, BacTiter-Glo, 24 h; inhibition, % at 20 µM; 330,000 compounds, 2.2% hits; AID 463190;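 active = inhibition of at least 40%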;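 also: mutant grown at 25 °C; 0% = DMSO wells with yeast and 100% = wells holding no yeast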
TIM10 inh – growth inhibitors of TIM10 yeast strain. S. cerevisiae TIM10 strain growth, BacTiter-Glo luminescence, 24 h. inhibition, % at 10 µM. 330,000 compounds, 1.4% hits. AID 463195;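 active = inhibition of 40% or more at the single tested concentration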;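 also: wild-type TIM10 isogenic control strain grown at permissive 25 °C; 0% = DMSO yeast wells and 100% = minimal medium wells without yeast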
mIAP inh – blocks mouse intestinal alkaline phosphatase. purified mouse IAP, CDP-Star luminescence, 30 min. inhibition, % at 10 µM. 330,000 compounds, 0.2% hits. AID 2806;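 active = inhibition of at least 40% at 10 µM in the primary screen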;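 also: plate controls were DMSO with enzyme for no effect and no enzyme wells for full effect; values of inactives mirror those of a sister screen read the other way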
Apaf1 inhib – blocks human Apaf-1 apoptosome activity. 330,000 compounds, 0.71% hits. reconstituted apoptosome caspase-3 activity, DEVD-Rh110 fluorescence. inhibition, % at 20 µM; active = inhibition of at least 40% at 20 µM;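 also: plate controls were DMSO wells for no effect and DEVD-CHO caspase inhibitor wells for full effect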
Target sequence (O14727 whole entry, looked up): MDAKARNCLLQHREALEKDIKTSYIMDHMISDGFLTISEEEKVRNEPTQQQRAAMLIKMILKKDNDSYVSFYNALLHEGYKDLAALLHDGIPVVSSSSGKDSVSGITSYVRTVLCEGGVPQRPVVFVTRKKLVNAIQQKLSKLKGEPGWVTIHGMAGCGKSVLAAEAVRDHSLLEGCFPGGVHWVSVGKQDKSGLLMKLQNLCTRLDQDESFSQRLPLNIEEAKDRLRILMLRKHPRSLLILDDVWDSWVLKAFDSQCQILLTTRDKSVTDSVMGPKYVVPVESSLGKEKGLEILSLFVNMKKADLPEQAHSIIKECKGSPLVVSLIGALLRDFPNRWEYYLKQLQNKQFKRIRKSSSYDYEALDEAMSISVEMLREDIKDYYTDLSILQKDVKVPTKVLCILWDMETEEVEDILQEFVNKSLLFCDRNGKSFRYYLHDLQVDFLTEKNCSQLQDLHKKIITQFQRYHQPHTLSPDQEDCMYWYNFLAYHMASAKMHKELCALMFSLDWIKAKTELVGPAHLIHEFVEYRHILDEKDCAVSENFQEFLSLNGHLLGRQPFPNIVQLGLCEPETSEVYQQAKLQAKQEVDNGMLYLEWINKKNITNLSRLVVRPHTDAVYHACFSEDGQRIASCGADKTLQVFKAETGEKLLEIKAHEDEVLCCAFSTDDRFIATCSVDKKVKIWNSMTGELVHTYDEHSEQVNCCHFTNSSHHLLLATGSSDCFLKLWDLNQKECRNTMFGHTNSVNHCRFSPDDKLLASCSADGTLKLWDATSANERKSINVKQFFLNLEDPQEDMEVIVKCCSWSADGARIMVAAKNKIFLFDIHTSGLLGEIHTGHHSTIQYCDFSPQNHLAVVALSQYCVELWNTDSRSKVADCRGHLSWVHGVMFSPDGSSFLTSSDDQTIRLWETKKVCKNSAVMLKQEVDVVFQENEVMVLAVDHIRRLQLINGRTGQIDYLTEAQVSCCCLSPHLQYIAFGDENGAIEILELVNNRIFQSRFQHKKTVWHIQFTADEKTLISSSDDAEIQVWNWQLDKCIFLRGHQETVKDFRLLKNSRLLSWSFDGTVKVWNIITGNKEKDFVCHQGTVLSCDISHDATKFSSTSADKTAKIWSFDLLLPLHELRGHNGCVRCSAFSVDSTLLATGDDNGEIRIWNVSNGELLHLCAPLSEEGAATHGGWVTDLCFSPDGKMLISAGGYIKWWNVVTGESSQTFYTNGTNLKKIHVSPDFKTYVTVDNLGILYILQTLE
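System – cell-free apoptosome with Apaf-1, procaspase-3 and caspase-9 · Buffer or medium – pH 7.5 Hepes buffer with CHAPS, BSA, DTT · Also added – cytochrome c with DEVD-Rh110 · Times – 30 min compound preincubation, 50 min activation, room temperature · Technique – Rh110 fluorescence intensity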
hIAP block – human IAP inhibition; inhibition, % at 10 µM; 330,000 compounds, 0.12% hits; P09923; purified IAP, CDP-Star luminescence, 30 min;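 active = inhibition reaching a set limit with compound at 10 µM in the primary screen, cut at about 35% in these data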;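 also: plate controls were DMSO wells with enzyme for no effect and no-enzyme buffer wells for full effect; values of inactives mirror those of a sister screen read the other way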
ATG4B inh – blocks human ATG4B protease cleavage of LC3 substrate; AID 504462; 340,000 compounds, 0.51% hits; ATG4B cleavage of LC3-PLA2, NBD-HPC fluorescence, 1 h; inhibition, % at 8.33 µM; in the data active = inhibition above about 40%
* hit, by the source's call; . = not tested or not shown.

No.	smiles	NALP3 yeast inh	hIAP activ	mIAP activ	tim10-1 inh	TIM10 inh	mIAP inh	Apaf1 inhib	hIAP block	ATG4B inh
1	COc1ccc(N2CC(C(=O)NCCC3=CCCCC3)CC2=O)cc1 (centres undefined)	0	0.89	1.1	10	6	-5	9	11	-14
2	COc1ccc(OCC(=O)N/N=C2\CCCc3ccccc32)cc1	10	0.92	1	13	11	0	4	8	5
3	CCOC(=O)c1cnc2c(C)c(C)ccc2c1NCCN1CCOCC1	10	1.1	1	-20	23	-1	2	-11	7
4	Cc1ccccc1OCC(=O)NCC(C)(C)N1CCOCC1	16	0.96	1	-1	-10	-3	6	4	-2
5	Cc1cc(C(=O)NNS(=O)(=O)c2ccc(C(C)(C)C)cc2)nn1C(C)(C)C	4	1.1	1.1	19	15	-11	6	-14	-11
6	C=CCN(c1ccc(C(=O)Nc2ccc(NC(C)=O)cc2)cc1)S(C)(=O)=O	11	1.1	1.1	1	-7	-8	-7	-10	-1
7	Cc1cccc2cc(C#N)c(SCC(=O)N3CCC(C)CC3)nc12	19	1	0.94	21	10	6	21	-2	-2
8	CS(=O)(=O)N1N=C(c2ccco2)CC1c1ccc(Br)cc1 (centres undefined)	4	1.1	1	37	2	-5	3	-12	-5
9	CCOc1ccc(NS(=O)(=O)c2cc(C(=O)NCCN3CCOCC3)ccc2C)cc1	10	1.2	1.1	-11	-3	-6	-2	-15	-4
10	O=C1C=C(Nc2ccccc2C(=O)O)c2ccccc2C1=O	-1	0.87	0.86	14	11	14	91*	13	38
11	CCOC(=O)C1(CCc2ccccc2)CCN(Cc2c(O)cccc2OC)CC1	22	1	0.95	22	7	5	6	-3	14
12	O=C(c1cnc2ccccn2c1=O)N1CCc2ccccc21	18	0.97	0.94	14	5	6	-12	3	2
13	O=C1C(Nc2ccccc2)=C(N2CCCCC2)C(=O)c2ccccc21	26	0.96	1	9	15	0	93*	4	-2
14	COc1ccccc1CNC(=O)C1CCCN(S(=O)(=O)c2cccc3nonc23)C1 (centres undefined)	22	0.82	1.1	12	4	-6	22	18	1
15	COc1cnc(-c2ccccn2)[nH]c1=O	9	1	1.1	37	-4	-5	-2	-4	1
16	CC1CN(c2nc(N(C)c3ccccc3)nc(N)c2[N+](=O)[O-])CC(C)O1 (centres undefined)	53*	0.93	0.96	28	-5	4	11	7	-5
17	C#CCOCCOCCOCCNc1nc(N2CCN(C(=O)[C@H]([C@@H](C)CC)n3cc(CCCCN)nn3)CC2)nc(N2CCN(C(=O)[C@H](C)n3cc(CCCN=C(N)N)nn3)CC2)n1	6	0.92	0.98	3	8	2	14	8	-5
18	COc1cc(/C=C/C(=O)OCC(=O)c2ccccc2)cc(OC)c1OC	7	1.1	1	15	20	-3	-2	-8	8
19	COC(=O)CCCn1c(C)cc(C(=O)CCl)c1C	-77	0.97	1	45*	42*	0	-30	3	0
20	O=C(NNC(=O)c1ccc(SCC2CCCO2)c([N+](=O)[O-])c1)c1ccc(F)cc1 (centres undefined)	-15	1.3	0.93	6	-6	7	-23	-25	-3

Additional compounds:
No.	smiles	NALP3 yeast inh	hIAP activ	mIAP activ	tim10-1 inh	TIM10 inh	mIAP inh	Apaf1 inhib	hIAP block	ATG4B inh
21	CCOc1cccc(OCCOCCN2CCCC2)c1	10	1.2	0.98	-12	-8	2	-4	-22	-7
22	Cn1c(=O)n(C)c2cc(/C=N/NC(=O)c3ccncc3)ccc21	1	1	1.1	5	-12	-12	-6	0	.
23	N#Cc1ccccc1CSc1nnc(Cc2ccccc2)o1	13	0.95	1	29	24	-1	-14	4	-1
24	Cc1noc(C)c1COc1ccccc1C(=O)N1CCN(S(=O)(=O)c2cccc(Cl)c2)CC1	11	1.1	0.98	14	22	2	4	-5	-3
25	COC(=O)c1cccc(Oc2cccc(Cl)n2)c1	20	0.93	1	27	10	-3	-1	7	8
26	CCN1C(=O)C(C(=O)c2ccccc2)SC1=S (centres undefined)	18	0.96	0.89	6	3	11	4	4	16
27	Cc1cc(Cl)n2ncc(-c3ccccc3)c2n1	22	1	1	29	20	0	-5	0	0
28	Cc1cc(Nc2ccccc2F)n2ncnc2n1	0	1	1.1	-25	-6	-9	-5	-3	1
29	CSc1ncccc1C(=O)OC(C)C(=O)Nc1cccc(S(=O)(=O)N2CCOCC2)c1 (centres undefined)	11	1.1	1.1	-22	-10	-7	9	-7	-5
30	CCOc1cc(/C=C/c2nc3ccccc3s2)ccc1OCC(=O)N1CCOCC1	16	0.83	0.92	27	16	8	9	17	16
31	c1ncn(C23CC4CC(CC(C4)C2)C3)n1	-6	1.1	0.96	6	7	4	-10	-10	2
32	CC(=O)Nc1ccc(Cl)cc1C1COC(=O)C1=N (centres undefined)	11	1.1	0.98	-5	4	2	-3	-7	2
33	O=C(Oc1cccc(NC(=O)c2cccs2)c1)c1cccc(S(=O)(=O)N2CCCC2)c1	11	0.94	0.95	-2	15	5	22	6	-2
34	COc1ccc(CNC(=O)C2CCN(S(=O)(=O)c3cccc4nsnc34)CC2)cc1	4	1.1	1	-7	-15	-4	-6	-7	3
35	O=C(CSc1nnc(-c2cccnc2)o1)Nc1ccc(Br)cc1	14	1.2	0.98	-3	-11	2	3	-21	4
36	COCCN(CC1CCCN(C2Cc3ccccc3C2)C1)C(=O)CCC(N)=O (centres undefined)	10	1.3	0.92	1	-9	8	-10	-26	16
37	Cc1cc(C)n(-c2nc3nonc3nc2-n2nc(C)cc2C)n1	3	1.1	1.1	-7	-2	-5	1	-10	-3
38	O=C(Cc1ccc(S(=O)(=O)N2CCCCC2)s1)Nc1cccc2ccccc12	11	0.96	1.1	10	-1	-12	-10	4	2
39	CCc1ccc(CN2CCC(n3nccc3NC(=O)Cc3ccccc3)CC2)o1	16	1.4	1.2	12	-7	-19	-21	-43	-4
40	COc1cc(C2NC(=O)NC(C)=C2C(=O)OCC2CCCO2)cc(OC)c1OC (centres undefined)	4	1.1	0.96	8	5	4	-359	-10	12

41. COc1ccc(NC(=O)c2ccc3nc(-c4ccccc4)c(-c4ccccc4)nc3c2)c(OC)c1
42. CCOc1cc(CN2CCC(CO)(Cc3cccc(C(F)(F)F)c3)CC2)ccc1OC
43. O=C(CC(Nc1ccc(F)cc1)c1ccccc1)c1ccccc1 (centres undefined)
44. CCC1CN(C(=O)N2CCC(C(=O)NCc3ccco3)CC2)c2cc(C)ccc2O1 (centres undefined)
45. CC(OC(=O)CCC1CCCC1)C(=O)Nc1ccccc1[N+](=O)[O-] (centres undefined)
46. CCN(CCC(=O)Nc1ccc(Br)c(C)c1)Cc1ccccc1
47. Cc1ccc(C2(c3ccccc3)NC(=O)N(CC(=O)NC3CCS(=O)(=O)C3)C2=O)cc1C (centres undefined)

entry no. | 41 | 42 | 43 | 44 | 45 | 46 | 47
NALP3 yeast inh | 17 | -3 | 6 | 5 | 19 | 32 | 5
hIAP activ | 0.91 | 0.96 | 0.94 | 0.94 | 0.84 | 1.1 | 0.92
mIAP activ | 0.83 | 0.97 | 0.92 | 0.95 | 0.91 | 1.2 | 1.1
tim10-1 inh | 4 | 8 | 25 | 21 | 3 | 16 | -13
TIM10 inh | -2 | 12 | 33 | 8 | -4 | 15 | 7
mIAP inh | 17 | 3 | 8 | 5 | 9 | -18 | -5
Apaf1 inhib | 9 | 4 | 9 | 1 | 18 | 14 | 0
hIAP block | 9 | 4 | 6 | 6 | 16 | -7 | 8
ATG4B inh | -1 | -5 | -7 | -1 | 7 | 9 | -7

Grouped by structure: those above containing four or more nitrogen atoms
5. Cc1cc(C(=O)NNS(=O)(=O)c2ccc(C(C)(C)C)cc2)nn1C(C)(C)C
14. COc1ccccc1CNC(=O)C1CCCN(S(=O)(=O)c2cccc3nonc23)C1 (centres undefined)
16. CC1CN(c2nc(N(C)c3ccccc3)nc(N)c2[N+](=O)[O-])CC(C)O1 (centres undefined)
17. C#CCOCCOCCOCCNc1nc(N2CCN(C(=O)[C@H]([C@@H](C)CC)n3cc(CCCCN)nn3)CC2)nc(N2CCN(C(=O)[C@H](C)n3cc(CCCN=C(N)N)nn3)CC2)n1
22. Cn1c(=O)n(C)c2cc(/C=N/NC(=O)c3ccncc3)ccc21
28. Cc1cc(Nc2ccccc2F)n2ncnc2n1
34. COc1ccc(CNC(=O)C2CCN(S(=O)(=O)c3cccc4nsnc34)CC2)cc1
35. O=C(CSc1nnc(-c2cccnc2)o1)Nc1ccc(Br)cc1

entry no. | 5 | 14 | 16 | 17 | 22 | 28 | 34 | 35
NALP3 yeast inh | 4 | 22 | 53* | 6 | 1 | 0 | 4 | 14
hIAP activ | 1.1 | 0.82 | 0.93 | 0.92 | 1 | 1 | 1.1 | 1.2
mIAP activ | 1.1 | 1.1 | 0.96 | 0.98 | 1.1 | 1.1 | 1 | 0.98
tim10-1 inh | 19 | 12 | 28 | 3 | 5 | -25 | -7 | -3
TIM10 inh | 15 | 4 | -5 | 8 | -12 | -6 | -15 | -11
mIAP inh | -11 | -6 | 4 | 2 | -12 | -9 | -4 | 2
Apaf1 inhib | 6 | 22 | 11 | 14 | -6 | -5 | -6 | 3
hIAP block | -14 | 18 | 7 | 8 | 0 | -3 | -7 | -21
ATG4B inh | -11 | 1 | -5 | -5 | . | 1 | 3 | 4

37. Cc1cc(C)n(-c2nc3nonc3nc2-n2nc(C)cc2C)n1
39. CCc1ccc(CN2CCC(n3nccc3NC(=O)Cc3ccccc3)CC2)o1

entry no. | 37 | 39
NALP3 yeast inh | 3 | 16
hIAP activ | 1.1 | 1.4
mIAP activ | 1.1 | 1.2
tim10-1 inh | -7 | 12
TIM10 inh | -2 | -7
mIAP inh | -5 | -19
Apaf1 inhib | 1 | -21
hIAP block | -10 | -43
ATG4B inh | -3 | -4

Screens from PubChem BioAssay.
